TGFb inhibitor: blocks TGF-b signaling. actives 1.2% (n = 410,000). HepG2 CAGA-GFP TGF-b/SMAD3 reporter, GFP fluorescence, 18 h; TGF-beta stimulated, 500 pg/mL final. Potency, µM (series often up to 46.1 µM), for the others: at the highest dose activity, negative = inhibition, most hits filed as inhibitors; further: potency means the concentration at half of the fitted maximal effect; on the % scale 0 is the no-effect control and ±100 the full control effect; nearly all actives have a fitted effect of over 65% in size
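Inhibition was scored as loss of TGF-beta-induced (500 pg/mL final, 18 hours, 37 degrees C) GFP in HEPG2 cells carrying a CAGA-GFP reporter, in DMEM with 1% FBS. Well GFP was summed per cell; Activity was normalised to unstimulated and stimulated DMSO wells, then concentration-response fitting.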
Nrf2 ARE act: Nrf2 pathway activation; AID 624171; AREc32 ARE-luciferase reporter (MCF7-derived line), luminescence, 24 h; actives 0.31% (n = 410,000); Potency, µM (series often up to 46.1 µM), inactives show top-dose activation, most hits filed as activators; further: potency means the concentration at half of the fitted maximal effect; % of control where 0% means no effect; nearly all actives have a fitted effect of over 65% in size
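Luminescent ARE reporter assay in AREc32_Fluc cells: overnight plating at 37 deg C, 24 hr compound incubation, Steady-Glo added, 30 min RT before reading.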
ATXN2 expr inh: ATXN2 expression inhibition; HEK-293 ATXN2-luciferase reporter, luminescence, 24 h; actives 0.72% (n = 360,000); Potency, µM (doses to about 57 µM), for inactives: at the highest dose activity change, negative = inhibition, most hits filed as inhibitors; AID 1745845; further: potency means the concentration at half of the fitted maximal effect; on the % scale 0 is the no-effect control and ±100 the full control effect; nearly all actives have a fitted effect of over 55% in size
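qHTS (up to 57 uM final) was run with 24 h compound exposure of reporter cells at 37 °C. Each well was multiplexed: SteadyGlo luminescence measured ATXN2-luciferase expression after a fluorogenic Gly-Phe-AFC viability readout (25 uM final).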
ATXN viability: viability counter-screen for ATXN expression inhibitors; S2 cells (HEK-293 line with an ATXN2-luciferase reporter) viability, CellTiter-Fluor protease fluorescence, 24 h; Potency, µM (highest dose often 56.7 µM), usual class: cytotoxic; actives 0.49% (n = 400,000); AID 651635; further: potency means the concentration at half of the fitted maximal effect; nearly all actives have a fitted effect of over 40% in size
IL2 activator: activators of IL-2; IL-2 activation reporter assay, cell-based qHTS; stimulated with anti-CD3/CD4/CD28 beads; in transgenic mouse T cells; activation, % (series mostly up to about 46 µM); actives 0.065% (n = 360,000); in the data active means activation above about 50%; inconclusive means mostly about 30% to 49%; further: 0% is about no effect
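Screening format: compound pinned onto unstimulated transgenic mouse T cells, 60 min incubation, then anti-CD3/anti-CD4/anti-CD28 bead stimulation for 18 hours at 37 degrees C, followed by EGFP and DsRed detection.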
Nrf2 block: Nrf2 pathway inhibition. A549 ARE-Fluc reporter, luciferase luminescence, 18-24 h. Potency, µM (top dose mostly 46 µM), inactives show at the top dose activity change, negative = inhibition, hits mostly inhibitors. actives 2.1% (n = 360,000); further: potency means the concentration at half of the fitted maximal effect; on the % scale 0 is the no-effect control and ±100 the full control effect; nearly all actives have a fitted effect of over 60% in size
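Two sequential reads on A549 ARE_Fluc cells exposed to compound for 18-24 h: a CellTiter-Fluor fluorescence read for viability, then a luciferase luminescence read for Nrf2/ARE activity.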
A549 tox: kills or reduces viability of A549 cells in Nrf2 counter-screen | A549 ARE-Fluc cells, CellTiter-Fluor viability, 18-24 h | Potency, µM (titrated, usually from 46 µM), without a hit: at the highest dose activity change, negative = cytotoxicity, usual class: inhibitors | actives 0.16% (n = 390,000); further: potency means the concentration at half of the fitted maximal effect; on the % scale 0 is the no-effect control and ±100 the full control effect
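Cytotoxicity counterscreen: CellTiter-Fluor fluorescence was measured in A549 ARE_Fluc cells after 18-24 h of compound exposure in a concentration series. The subsequent BugLite luminescent read reports ARE-luciferase activity.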
EPAC2 agonist: agonists of human EPAC2 (RAPGEF4). Q8WZA2. Potency, µM (top dose mostly 154 µM), for the others: at the highest dose activation, usual class: activators. actives 0.079% (n = 360,000). EPAC2 activation, biochemical qHTS; response scale: 100% = 6.5 mM cAMP response. AID 720711; further: potency means the concentration at half of the fitted maximal effect; nearly all actives have a fitted effect of over 50% in size
Target sequence (Q8WZA2 whole entry, looked up): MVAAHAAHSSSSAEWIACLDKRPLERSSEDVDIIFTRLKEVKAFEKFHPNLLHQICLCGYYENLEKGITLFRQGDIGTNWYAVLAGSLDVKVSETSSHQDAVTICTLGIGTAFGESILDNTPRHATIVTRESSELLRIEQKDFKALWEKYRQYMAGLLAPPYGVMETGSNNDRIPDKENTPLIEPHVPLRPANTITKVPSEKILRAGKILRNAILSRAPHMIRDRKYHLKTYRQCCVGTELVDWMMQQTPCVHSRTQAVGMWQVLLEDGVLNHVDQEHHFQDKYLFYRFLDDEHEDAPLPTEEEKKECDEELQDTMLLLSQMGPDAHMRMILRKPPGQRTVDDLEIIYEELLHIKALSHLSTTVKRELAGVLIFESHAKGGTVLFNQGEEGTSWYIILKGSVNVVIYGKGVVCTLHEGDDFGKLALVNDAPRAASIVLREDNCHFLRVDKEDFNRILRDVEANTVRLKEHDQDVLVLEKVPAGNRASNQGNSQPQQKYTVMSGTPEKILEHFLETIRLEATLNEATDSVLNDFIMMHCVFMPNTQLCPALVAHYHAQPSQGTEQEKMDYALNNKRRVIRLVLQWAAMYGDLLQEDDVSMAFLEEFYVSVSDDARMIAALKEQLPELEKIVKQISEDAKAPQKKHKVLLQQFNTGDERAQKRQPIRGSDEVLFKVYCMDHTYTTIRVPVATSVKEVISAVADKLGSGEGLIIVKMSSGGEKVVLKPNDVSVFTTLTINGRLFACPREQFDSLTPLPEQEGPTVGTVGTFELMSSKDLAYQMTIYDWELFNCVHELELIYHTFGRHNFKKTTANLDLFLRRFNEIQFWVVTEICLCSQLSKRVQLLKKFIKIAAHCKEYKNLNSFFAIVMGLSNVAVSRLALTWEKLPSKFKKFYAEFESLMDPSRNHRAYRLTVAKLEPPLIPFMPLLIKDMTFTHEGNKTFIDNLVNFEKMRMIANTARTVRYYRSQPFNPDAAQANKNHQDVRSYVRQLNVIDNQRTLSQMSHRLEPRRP
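In this primary screen, activation is scored as increased exchange of BODIPY-GDP from Rap1B by 100 nM EPAC2, with 50 uM GDP as competitor. Signal is normalized to the 6.5 mM cAMP agonist control.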
HepG2 viability: kills HepG2 cells in TGF-b inhibitor counter-screen; HepG2 CAGA-GFP viability, ATP luminescence, 18 h; Potency, µM (titrated, usually from 46.1 µM), without a hit: top-dose activity change, negative = cytotoxicity, most hits filed as cytotoxic; actives 0.76% (n = 410,000); further: potency means the concentration at half of the fitted maximal effect; some results filed as inactive show a strong effect at the top dose
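CellTiter-Glo luminescence gave cytotoxicity after 18 hours at 37 degrees C. The cells were HepG2 CAGA-GFP in 1% FBS DMEM, stimulated with 500 pg/mL TGF-beta after compound addition. %Activity was normalised to no-cell wells (complete cell-killing) and DMSO (no toxicity), and curves were fitted and classified.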
Starred values were filed as active, the others as inactive; i = inactive; ? = inconclusive; · = no result given; & = joins results of further samples; [ ] = another dose, or the depositor's remark. Unless noted, the call rests on the fitted dose curve; in most records, active means well fitted curve in the direction sought with a large enough effect; inconclusive means small, poorly fitted or top-dose-only effect, or another doubt; inactive means no such curve, though single readings can be large; an effect the other way counts as inactive or inconclusive.

SMILES	TGFb inhibitor	Nrf2 ARE act	ATXN2 expr inh	ATXN viability	IL2 activator	Nrf2 block	A549 tox	EPAC2 agonist	HepG2 viability
Cc1ccc(S(=O)(=O)NC(=O)C2(C)CCN2C(=O)C2CCCCC2)cc1 (stereo not drawn)	-1.9%	-0.3%	12.5%	i	0.7	·	·	0.7%	-0.8%
CCOc1ccc2nc(NC(=O)C3CCCO3)sc2c1 (stereo not drawn)	2.0%	0.2%	4.2%	i	-1.3	?	-0.5%	-5.6%	6.0%
Cc1ccc(OCCC(=O)Nc2ccc(F)c(Cl)c2)cc1	0.2%	-0.1%	10.1%	i	-0.1	-4.0%	1.9%	-1.8%	-6.7%
O=C(Cn1cnnn1)NCc1ccccc1	24.7%	0.1%	12.5%	i	0.7	-1.8%	1.9%	6.2%	2.2%
O=C(NC1CCN(S(=O)(=O)c2ccccc2F)CC1)c1cccnc1	8.2%	-0.8%	-4.3%	i	-0.1	-13.2%	-2.3%	12.6%	-2.2%
CSCCC(NC(=O)COc1ccccc1)C(=O)N1CCCC(C(F)(F)F)C1 (stereo not drawn)	-2.0%	-0.4%	1.1%	i	-3.1	12.0%	-9.7%	4.9%	-1.1%
Cc1ccc(NC(=O)c2ccc(COc3ccccc3)o2)nc1	-15.9%	4.5%	23.7%	i	-1.4	12.9%	10.9%	8.4%	-9.8%
COc1cc(C(=S)NCc2ccccc2)cc(Br)c1O	4.2%	2.9%	-18.3%	i	0.1	5.3%	-6.0%	12.4%	-13.7%
c1ccc2c(c1)ncc1cccn12	-1.4%	0.3%	6.7%	i	-2.2	2.4%	3.8%	10.2%	-2.5%
Cc1nnc(NC(=O)c2cc3ccccc3o2)s1	17.6%	1.9%	31.8%	i	-0.2	?	5.2%	7.7%	0.3%
COc1ccccc1-c1nnc(NC(=O)C2=COCCO2)o1	2.1%	0.6%[9.22 µM]	8.2%	i	0.8	10.1%	-1.6%	-8.3%	6.3%
CC(C)c1ccc(NC(=O)C(c2ccccc2)N2CCOCC2)cc1 (stereo not drawn)	-5.8%	-0.7%	12.6%	i	10.1	2.3%	0.0%	5.2%	-2.3%
Cc1cccc(C)c1NC(=O)C[N+](C)(C)CC(O)COc1cccc2ccccc12 (stereo not drawn)	-7.8%	0.0%	-20.3%	i	1.6	-1.1%	-0.5%	10.5%	2.1%
O=C(Nc1cccc(Cl)c1)ON=C1c2ccccc2-c2ccccc21	-29.3%	4.7%	-8.9%	i	-0.4	-4.5%	-1.3%	15.1%	-27.1%
O=C(CSc1nnc(-c2ccncc2)o1)Nc1ccccc1Cl	?	3.7%	30.8%	?	0.1	·	1.6%	-1.1%	2.9%
CC(C)Sc1nnc(SCC(=O)N(C)C2CCS(=O)(=O)C2)s1 (stereo not drawn)	3.8%	-0.3%	4.4%	i	-0.5	-11.4%	-0.9%	5.5%	-0.4%
Cc1ccc(S(=O)(=O)NCc2nnnn2-c2ccc(F)cc2)cc1	8.9%	-0.3%	·	i	-1.2	·	·	-0.1%	16.7%
Oc1ccccc1-c1cc(-c2ccco2)[nH]n1	-12.9%	?	104.2%[activator]	i	-3.3	?	-17.7%	2.3%	-15.7%
COc1cc(-c2cc(=O)c3ccccc3o2)ccc1O	-0.4%	10.4%	21.0%	i	1.0	-15.1%	-6.8%	-1.3%	0.0%
O=P(c1ccccc1)(c1ccccc1)c1nc(-c2ccc(Cl)cc2)oc1N1CCOCC1	?	0.3%	-18.3%	?	-3.8	-50.1%	-14.0%	7.3%	-27.8%
Cc1ccc(Cn2c(C)c(C(=O)NCc3ccccc3C(F)(F)F)sc2=O)cc1	-25.2%	5.5%	-21.3%	i	-0.2	·	·	5.9%	-34.2%
Cc1cc(C2=NNC(=NC3CC3)SC2)c(C)n1-c1ccccc1F	?	-2.6%	0.282µM*	i	-3.3	0.92µM*	-3.8%	10.3%	-47.6%
CC(Oc1cccc(Cl)c1)C(=O)Nc1cc(S(=O)(=O)N2CCOCC2)ccc1N1CCCCC1 (stereo not drawn)	?	2.6%	-26.7%	i	-3.7	?	-5.5%	-2.5%	6.1%
Cc1ccc(CNC(=O)C(CC(C)C)OC(=O)c2ccco2)cc1 (stereo not drawn)	-7.0%	2.0%	-2.2%	i	0.6	-28.4%	2.1%	5.8%	-27.4%
COc1ccc(Nc2nnc(SCC(=O)N3CC(=O)Nc4ccccc43)s2)cc1	-2.2%	3.5%	-6.4%[11.3 µM]	i	-1.9	?	3.4%	-3.4%	2.4%
C=C(C)Cn1c(CCCNC(=O)C(C)(C)C)nc2ccccc21	-5.8%	-1.0%	29.5%	i	-3.1	13.4%	-3.3%	-1.9%	4.4%
CCCCSc1cc(C)nc2ncnn12	-0.7%	-1.0%	1.3%	i	0.2	-4.7%	-3.5%	-7.0%	-0.9%
Cc1cc2ccccn2c1C(=O)c1ccccc1Br	?	0.5%	-15.4%	i	-0.7	?	0.1%	20.9%	-12.8%
CC(NC(=O)c1cc(-c2ccncc2)nc2ccc(Br)cc12)C1CCCO1 (stereo not drawn)	-9.4%	3.6%	-0.8%	i	-1.1	3.7%	-14.0%	3.1%	4.5%
CC(C)(CC(=O)OCC(=O)Nc1ccccc1F)CC1=NS(=O)(=O)c2ccccc2N1	?	-0.6%&0.6%	-13.0%&-10.0%	i	-4.9	?	2.5%&2.2%	10.3%	-10.0%&-4.2%

One compound at a time, from the list above:
`Cc1ccc(NC(=O)c2ccc(COc3ccccc3)o2)nc1` across the screens: TGFb inhibitor = -15.9%; Nrf2 ARE act = 4.5%; ATXN2 expr inh = 23.7%; ATXN viability = i; IL2 activator = -1.4; Nrf2 block = 12.9%; A549 tox = 10.9%; EPAC2 agonist = 8.4%; HepG2 viability = -9.8%
`Oc1ccccc1-c1cc(-c2ccco2)[nH]n1` across the screens: TGFb inhibitor = -12.9%; Nrf2 ARE act = ?; ATXN2 expr inh = 104.2%[activator]; ATXN viability = i; IL2 activator = -3.3; Nrf2 block = ?; A549 tox = -17.7%; EPAC2 agonist = 2.3%; HepG2 viability = -15.7%

Continued:
SMILES	TGFb inhibitor	Nrf2 ARE act	ATXN2 expr inh	ATXN viability	IL2 activator	Nrf2 block	A549 tox	EPAC2 agonist	HepG2 viability
COc1cccc(CN2CCN(Cc3cc4ccccc4[nH]3)CC2CCO)c1 (stereo not drawn)	22.4µM*	1.1%	·	i	0.1	16.2%	0.6%	2.5%	17.3%
CSC1=NCCN1C(=O)c1ccc(C)cc1	-4.1%	0.0%	0.5%	i	-0.3	2.9%	-6.2%	12.1%	-17.0%
CC(C)(C)OC(=O)N(Cc1ccccc1)Cc1ccccc1OCc1cccc(NC(=O)C2CC2)c1	-3.7%	6.2%	28.8%	i	-0.3	-12.4%	-7.9%	-6.2%	-4.6%
CCc1ccc(-c2cc(C)no2)cc1S(=O)(=O)NCCN1CCC(C)CC1	-20.9%	-0.3%	-3.0%	i	-1.2	0.2%	8.3%	-9.3%	-22.0%
CCc1ccc(C(C)NC(=O)c2ccc(F)cc2)cc1 (stereo not drawn)	-5.9%	-0.5%	12.5%	i	-2.4	0.1%	0.5%	8.5%	6.8%
OC(COCc1ccccc1)CN1CCN(c2ccccc2)CC1 (stereo not drawn)	16.6%	0.1%	3.0%	i	-1.6	1.9%	-1.6%	1.1%	-1.6%
CCOc1ccccc1NC(=O)Cn1nnc2sc(-c3ccccc3)cc2c1=O	-2.7%	?	2.6%	i	·	19.1%	0.7%	·	-12.2%
COC1CCN(Cc2c(C(=O)N3CCN(C4CCCCC4)CC3)nc3ccccn23)CC1	-6.1%	-0.3%	-6.1%	i	0.4	-8.2%	-12.7%	4.0%	-2.0%
CCOC(=O)N1CCN(S(=O)(=O)N(C)C)CC1	21.3%	0.1%	1.0%	i	0.8	·	-3.2%	-14.1%	-4.4%
CN(Cc1nc2ccc(F)cc2[nH]1)Cc1nc(CC2CC2)no1	2.0%	-0.3%	-0.7%	i	-0.2	-13.9%	-0.7%	0.1%	0.5%
O=C1N(Cc2cccc(Cl)c2)C[C@@H]2C[C@@H](c3cccn3-c3ccccn3)N3CCC[C@@]123	-16.3%	0.1%	-22.8%	?	0.2	4.5%	-11.6%	6.0%	-32.1%
CC(=O)N1N=C(c2ccc(Br)cc2)OC1(C)CC(=O)Nc1ccccc1 (stereo not drawn)	-13.4%	0.7%	0.0%	i	-1.2	23.1µM*	?	1.7%	-18.0%
O=C1[C@H]2[C@@H](C(=O)N1c1cc(Cl)cc(Cl)c1)[C@]1(C(=O)Nc3ccccc31)N1CCC[C@@H]21	6.7%	3.5%	1.4%	i	1.0	0.4%	-5.8%	9.9%	-12.2%
Cc1cc(Oc2cnn(C(C)(C)C)c(=O)c2Cl)cc(C(C)C)c1	10.6%	-0.4%	·	·	-2.7	-20.4%	-5.8%	5.0%	-27.2%
CC(C)c1nnc(NC(=O)COc2ccc3ccccc3c2)s1	-19.3%	-0.4%	6.8%	i	0.4	8.9%	-2.7%	-1.2%	-18.3%
COc1cc(C(=O)c2cocc2C(=O)c2ccc3c(c2)OCO3)cc(OC)c1OC	?	-0.2%	6.0%	i	-4.2	-5.4%	-7.7%	17.4%	4.3%
COc1ccc(NC(=O)Cn2cnc3ccc(S(=O)(=O)N4CCC(C)CC4)cc3c2=O)cc1OC	?	0.6%	-20.1%	i	·	-3.2%	-9.4%	·	-12.5%
Cc1ccc(Nc2cc(C)c(C#N)c3nc4ccccc4n23)cc1Cl	-0.2%	0.5%	7.0%	i	·	3.8%	-1.1%	·	-7.1%

As entered above:
HepG2 viability, COc1ccc(NC(=O)Cn2cnc3ccc(S(=O)(=O)N4CCC(C)CC4)cc3c2=O)cc1OC is entered as -12.5%
HepG2 viability, O=C1[C@H]2[C@@H](C(=O)N1c1cc(Cl)cc(Cl)c1)[C@]1(C(=O)Nc3ccccc31)N1CCC[C@@H]21 is entered as -12.2%
